Growth percent in the NCI-60 one-dose screen (48 h, 10 µM unless noted): 100 = growth as untreated, 0 = no growth, -100 = all killed.
SNB-19: SNB-19 CNS cancer cells | actives 2.5% (n = 81,000)
RXF 393: RXF 393 renal cancer cells; actives 6.9% (n = 77,000)
SF-539: SF-539 CNS cancer. AID 1794752. actives 6.8% (n = 81,000)
SNB-75: SNB-75 CNS cancer; AID 1794750; actives 5% (n = 79,000)
CAKI-1: CAKI-1 renal cancer; actives 4.7% (n = 75,000); AID 1794772
SF-268: SF-268 CNS cancer cells | actives 3.1% (n = 82,000)
A498: A498 renal cancer cells. actives 5.4% (n = 76,000)
ACHN: ACHN renal cancer; actives 4.9% (n = 81,000)
* marks the source's active call; other numbers are inactive results; . = no result given; & = joins results of further samples; [ ] = remark or other dose. Rule for the calls: active = growth percent below 10; inactive = the rest.

canonical_smiles	SNB-19	RXF 393	SF-539	SNB-75	CAKI-1	SF-268	A498	ACHN
Cc1cc(C)c(Cc2ccccc2O)cc1Cc1ccccc1O	.	105	100	77	67	89	98	86
CC(=O)C1=C(C)NC(=S)NC1c1ccccc1 (centres undefined)	102&103	118&111	96&99	100&93	97&93	102&94	100	101&103
CC12CC[C@@H]3[C@]4(C)COC(c5cn[nH]c5-c5ccccc5)O[C@@H]4CC[C@@]3(C)[C@@H]1CC(C1=CCOC1=O)O2 (some centres undefined)	96	100	102	127	88	112	123	99
Cc1nc2sc(C(=O)Nc3cccc(Br)c3C)c(N)c2cc1C(O)c1ccccc1 (centres undefined)	25	38	1.4*	53	20	16	-13*	22
O=c1nc2c(-c3ccccc3)n[nH]n2c2sc3c(c12)CCCC3	101	100	98	89	.	93	96	112
COc1ccc(/C=N/NC(N)=O)cc1	102	91	97	91	103	104	85	114
COc1ccc(C=C(C(=O)O)C(=O)O)cc1	97	102	105	88	97	103	78	106
N#CSCC1CC(O)(c2ccccc2)CC(c2ccc(F)cc2)O1 (centres undefined)	32	-35*	21	-26*	-45*	-26*	33	9.5*
O=C(Nc1cccc(Cl)c1)Oc1c(Cl)cc(Cl)c(Cl)c1Cl	101	.	103	85	95	101	98	114
COc1ccc(-c2cc(NC(=O)Nc3cccc(C(F)(F)F)c3)no2)cc1	103	111	96	85	95	95	80	96
Cc1cc(C)cc(Nc2nccc(-c3c(-c4ccc(F)cc4)ncn3C3CCNCC3)n2)c1	28	18	31	17	.	28	53	4.8*
CC(=O)c1ccc(Nc2ccnc(SCC(=O)c3ccc(Br)cc3)n2)cc1	94	105	99	87	76	106	81	90
O=C(NC1CCOCC1)c1ccc(-c2nc(CSc3nc4ccccc4s3)no2)cc1	102	118	91	83	80	98	117	90
O=C(CCl)Oc1ccc([N+](=O)[O-])cc1	115	100	109	91	124	109	133	109
CCCCCCCCCCCCCCCCCOC(=O)CCCCCCCCCCCCC	122	112	110	118	97	107	90	106
NC(=S)NN=C1CCCCCCCC1	95	95	.	101	115	104	107	103
O=C(Oc1ccc(/C=C/c2cc(OC(=O)c3ccccc3)cc(OC(=O)c3ccccc3)c2)cc1)c1ccccc1	104	101	96	97	.	94	108	100
Cc1cc(N=C2NC(=O)S/C2=C\c2ccc(F)cc2)n[nH]1	27	-37*	4.6*	2.7*	21	29	64	27
FC(F)(F)c1ccc2nc(-c3nc(-c4ccccc4)n4ccccc34)[nH]c2c1	116	94	35	67	100	49	107	81
COc1c(F)ccc(C(=O)Nc2ccc3nc(NC(=O)C4CCCN(S(=O)(=O)C5CC5)C4)sc3c2)c1F (centres undefined)	63	-4.4*	38	56	47	76	76	47
COc1cccc(-c2nn(-c3ccccc3)cc2-c2ccnc(NCCCNC(=O)c3ccc(F)cc3)c2)c1	67	56	68	46	52	54	31	71
Brc1ccc(N/N=C/c2c[nH]c3ccc(Br)cc23)nc1	4.5*	-23*	-42*	.	-24*	10	-21*	-23*
CC1CCN(C(C(=O)c2ccccc2)c2ccccc2)CC1 (centres undefined)	107	116	100	95	96	103	80	102
N#Cc1nc(-c2ccccc2)oc1S(=O)(=O)N1CCN(c2ccc(F)cc2)CC1	88	90	101	97	62	89	110	54

The closing six compounds of the part above open the next one.
canonical_smiles	SNB-19	RXF 393	SF-539	SNB-75	CAKI-1	SF-268	A498	ACHN
FC(F)(F)c1ccc2nc(-c3nc(-c4ccccc4)n4ccccc34)[nH]c2c1	116	94	35	67	100	49	107	81
COc1c(F)ccc(C(=O)Nc2ccc3nc(NC(=O)C4CCCN(S(=O)(=O)C5CC5)C4)sc3c2)c1F (centres undefined)	63	-4.4*	38	56	47	76	76	47
COc1cccc(-c2nn(-c3ccccc3)cc2-c2ccnc(NCCCNC(=O)c3ccc(F)cc3)c2)c1	67	56	68	46	52	54	31	71
Brc1ccc(N/N=C/c2c[nH]c3ccc(Br)cc23)nc1	4.5*	-23*	-42*	.	-24*	10	-21*	-23*
CC1CCN(C(C(=O)c2ccccc2)c2ccccc2)CC1 (centres undefined)	107	116	100	95	96	103	80	102
N#Cc1nc(-c2ccccc2)oc1S(=O)(=O)N1CCN(c2ccc(F)cc2)CC1	88	90	101	97	62	89	110	54
Cc1ccc2nc3sc(C(=O)Nc4ccc(C(=O)/C=C/c5ccc(Cl)cc5)cc4)cc3cc2c1	95	106	102	93	93	100	106	89
O=C(/C=C/c1ccc(Cl)cc1)c1cccc(Nc2nc(Nc3ccccc3)nc(Nc3ccccc3)n2)c1	111	-30*	116	72	84	113	95	93
C/C(=N\OC(=O)Nc1ccccc1)c1ccccc1	103	87	105	88	114	104	39	106
C(=N\Nc1nn[nH]n1)/c1ccccc1	.	151	105	99	99	106	108	111
COC(=O)C1(C)CCc2c(ccc3ccc(OC)cc23)C1=O (centres undefined)	102	111	105	80	98	105	80	105
Cc1ccc2c(c1)[C@](O)(C(C)C)CC[C@]2(C)O	111	119	98	96	88	97	136	100
O=C(CCCCCCN1CC(=O)N2[C@@H](c3ccc(Cl)c(Cl)c3)c3[nH]c4ccccc4c3C[C@H]2C1=O)NO	54	37	52	6.3*	49	75	86	70
COc1ccc(Nc2[nH]n3c(=O)cc(-c4ccccc4)nc3c2C(N)=O)c(OC)c1	96	87	106	.	96	101	98	98
C=C(C(=O)O)[C@@H]1CC/C(C)=C/CC[C@@]2(C)O[C@H]2[C@H]1O	101	118	102	94	98	94	118	105
Clc1nc(OCc2cn(Cc3ccccc3)nn2)nc(N2CCCC2)n1	100	107	106	93	95	97	92	101
Nc1c(C(=O)c2ccccc2)sc2nc(-c3cnccn3)cc(-c3cccs3)c12	97	108	95	.	90	98	106	98
O=C(O)C1(C(=O)O)CCCC1	98	101	100	87	97	95	88	92

Three structures out of the list, arranged by count of non-hydrogen atoms, lowest first.
canonical_smiles	SNB-19	RXF 393	SF-539	SNB-75	CAKI-1	SF-268	A498	ACHN
C(=N\Nc1nn[nH]n1)/c1ccccc1	.	151	105	99	99	106	108	111
Cc1ccc2nc3sc(C(=O)Nc4ccc(C(=O)/C=C/c5ccc(Cl)cc5)cc4)cc3cc2c1	95	106	102	93	93	100	106	89
O=C(CCCCCCN1CC(=O)N2[C@@H](c3ccc(Cl)c(Cl)c3)c3[nH]c4ccccc4c3C[C@H]2C1=O)NO	54	37	52	6.3*	49	75	86	70

Limited to ACHN, for some of the entries so far:
canonical_smiles | ACHN
N#CSCC1CC(O)(c2ccccc2)CC(c2ccc(F)cc2)O1 (centres undefined) | 9.5*
FC(F)(F)c1ccc2nc(-c3nc(-c4ccccc4)n4ccccc34)[nH]c2c1 | 81
O=C(O)C1(C(=O)O)CCCC1 | 92

More structures follow.
canonical_smiles	SNB-19	RXF 393	SF-539	SNB-75	CAKI-1	SF-268	A498	ACHN
CCN1CCN(c2cc(C(=O)Nc3nc(-c4cc(OC)c(OC)c(OC)c4)cs3)cc(C(F)(F)F)c2)CC1	81	69	76	57	84	65	74	73
OCCN(CCO)c1cc2c3ccccc3ccc2c2ccccc12	82	78	76	54	53	74	59	72
COc1cc(/C=C2/N=C(c3ccccc3)N(C(=O)c3ccc4ccccc4c3)NC2=O)ccc1O	94	89	104	87	95	95	93	94
COc1cccc(/C=N/N(C)C)c1O	91	107	.	120	103	109	79	116
Oc1[nH]c2ccc(Cl)cc2c1N=Nc1nc(N=Nc2c(O)[nH]c3ccc(Cl)cc23)nc(N2CCOCC2)n1	-9.4*	14	16	-0.7*	72	49	22	75
CCOC(=O)C(C#N)(C(C)CC)C(C)CC (centres undefined)	109	99	103	94	92	114	102	102
Nc1ccc(S(=O)(=O)O)c2ccc(N=Nc3ccc(N=Nc4ccc(S(=O)(=O)O)cc4)c4ccccc34)c(O)c12	96	109	123	77	95	101	99	101
Cc1cccc(Cc2nc3ccccc3[nH]2)c1	100	115	96	91	100	97	84	99
CCCCCCCCCCCC[n+]1ccc2ccccc2c1	-20*	-6.1*	-48*	-21*	41	-73*	78	13
CCN(CC)CCOc1ccc(C(=C(C)c2ccc(OC)cc2)c2ccc(OCCN(CC)CC)cc2)cc1	12	-78*	-88*	30	-18*	6.5*	-29*	-34*
Ic1ccccc1I	103	100	104	88	105	111	106	104
CCC(C)C(NC(=O)CN1C(=O)/C(=C/C(C)=C/c2ccccc2)SC1=S)C(=O)O (centres undefined)	96	112	94	89	87	101	96	94

Other structures.
Field names – A = SNB-19; B = RXF 393; C = SF-539; D = SNB-75; E = CAKI-1; F = SF-268; G = A498; H = ACHN
> COc1ccc2c(NCCCCCCCCNc3c4ccccc4nc4cc(OC)ccc34)c3ccccc3nc2c1
  A = -87*	B = -74*	C = -100*	D = -100*	E = -100*	F = -99*	G = -89*	H = -100*

> Clc1ccccc1Nc1nnc(-c2c[nH]c3ccccc23)o1
  A = 41	B = -5.7*	C = -44*	D = 42	E = 33	F = 48	G = 113	H = 40

> CCOC(=O)N1CCN(Cc2c(O)ccc3ccccc23)CC1
  A = 95	B = .	C = 98	D = 81	E = 93	F = 100	G = 116	H = 96

> Cc1c(Cc2ccccc2)c(=O)oc2c(C)c(OCC(=O)NN3C(=O)c4ccccc4C3=O)ccc12
  A = 96	B = 115	C = 101	D = 89	E = .	F = 96	G = 113	H = 97

> CCCCCCCCCCCCC[C@@H](O)C[C@H](O)[C@H](C)N
  A = 121[1 µM]	B = .	C = 104[1 µM]	D = 109[1 µM]	E = 119[1 µM]	F = 107[1 µM]	G = 117[1 µM]	H = 103[1 µM]

> COC(=O)N/N=C/c1cc(OC)ccc1O
  A = 102	B = .	C = 97	D = 78	E = 103	F = 109	G = 69	H = 105

> C[C@H](C(=O)NCc1ccc2c(c1)OCO2)C1CCN(C(=O)c2cc3ccccc3[nH]2)CC1
  A = 87	B = 101	C = 94	D = 86	E = 77	F = 88	G = 87	H = 87

> CC(=O)n1c(-c2ccc(Cl)c(Cl)c2)cn(-c2ccc(Cl)cc2)c1=O
  A = 18	B = -31*	C = -33*	D = -0.5*	E = .	F = -33*	G = 4.9*	H = 23

> O=C1C(Cl)=C(Nc2cccc3ccccc23)C(=O)c2ccccc21
  A = 93	B = 120	C = 107	D = 82	E = 25	F = 86	G = 77	H = 68

> CC(=O)Nc1ccc(C(F)(F)F)cc1
  A = 103	B = 109	C = 99	D = 75	E = 100	F = 104	G = 82	H = 101

> CO[C@@]1(NC(=O)C2SC(=C(C(N)=O)C(=O)O)S2)C(=O)N2C(C(=O)O)=C(CSc3nnnn3C)CSC21 (some centres undefined)
  A = 113	B = 100	C = 105	D = 88	E = 90	F = 104	G = 96	H = 110

> COc1ccc(/C=C2\C(=O)N=C3N2NC(=O)C(=O)N3c2ccccc2)cc1
  A = 87	B = 96	C = 89	D = 97	E = 92	F = 93	G = 79	H = 95

> C[n+]1cc2ccccc2c2ccccc21
  A = 103	B = 101	C = 95	D = 103	E = 94	F = 89	G = 38	H = 98

> CCCN1CN2C(=O)N3CN(CCC)CN4C(=S)N(C1)C2C34 (centres undefined)
  A = 101	B = 132	C = 95	D = 81	E = 90	F = 97	G = 108	H = 94

> CC(C)N(C(=O)c1cccc([N+](=O)[O-])c1)C(C)C
  A = 101	B = 132	C = 97	D = 101	E = .	F = 87	G = 90	H = 97

> O=S(=O)(O)CC(O)CN1CCN(CCO)CC1 (centres undefined)
  A = 115	B = 105	C = 111	D = 102	E = 106	F = 109	G = 106	H = 111

> Cc1nc(N)nc(Nc2ccc(C#N)cc2)c1Br
  A = 97	B = 98	C = 84	D = 78	E = 89	F = 94	G = 101	H = 97

Source: PubChem
